# Vif imaging: HIV Vif inhibition | inhibition, % at 7.49 µM | AID 602346 | HEK293T cells, Vif self-association by quenched fluorescence, imaging, 24 h | hit rate 0.35% among 340,000; in the data active means inhibition above about 50%, passing the limit was not always enough; inconclusive means no clear call, values can overlap the other calls; inactive means below about 31%; further: some results filed as inactive read as strong as hits
# TROY signal inh: TROY signaling inhibition; Q293 LMP1-TROYcd NF-kB luciferase reporter, 4 h; inhibition, % at 10 µM; hit rate 0.98% among 360,000; AID 1347056;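 active means compounds whose plate-normalised and pattern-corrected inhibition of the luciferase reporter signal at the single screening dose is 50% or more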
# SRC3 inh: inhibits human SRC3 coactivator; HEK293 GAL4-SRC3 luciferase reporter, luminescence; hit rate 0.17% among 360,000; Q9Y6Q9; inhibition, % at 3.6 µM;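 active means inhibition above a per-campaign cutoff, the mean of all compounds plus 3 SD, cut at about 60% in these data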;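 further: 0% = DMSO-treated cells and 100% = gossypol-treated cells at 36 µM; higher means less SRC3-driven luciferase light from the GAL4 reporter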
# EBV LMP1 NFkB: Epstein-Barr LMP1 NF-kappaB reporter inhibition | LMP1-induced NF-kappaB luciferase reporter cells, luminescence | inhibition, % at 12.5 µM | hit rate 0.69% among 350,000 | AID 504558; in the data active means inhibition above about 41%; inconclusive means no clear call, values can overlap the other calls;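 further: 0% = neutral control wells and 100% = reference inhibitor control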
# SRC1 inh: inhibitors of human steroid receptor coactivator 1 (SRC1). Q15788. HEK293 GAL4-SRC1 luciferase reporter, luminescence. inhibition, % at 3.6 µM. hit rate 0.12% among 360,000;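 active means inhibition above the campaign mean plus 3 SD, with each screening campaign given its own cutoff, cut at about 60% in these data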;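 further: 0% = DMSO treated cells and 100% = gossypol at 36 µM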
# NCOA2 inhibitor: inhibits human steroid receptor coactivator 2; HEK293 GAL4-SRC2 luciferase reporter, luminescence; hit rate 0.17% among 370,000; Q15596; inhibition, % at 9 µM;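 active means inhibition above the mean inhibition of all tested compounds plus 3 SD, set per campaign, cut at about 52% in these data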;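 further: 0% = DMSO treated cells and 100% = cells given Gossypol at 36 µM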
# C8 TRAIL sens: sensitizes caspase-8 expressing cells to TRAIL | NB7+C8 cells + TRAIL, ATPlite viability luminescence | inhibition (viability loss, TRAIL sensitization), % at 10 µM | hit rate 1% among 360,000;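 active means compounds causing at least 50% loss of cell viability in the single-dose screen, relative to plate controls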
# TLR9-MyD88 block: inhibitors of human TLR9-MyD88 binding; CHO BLA complementation TLR9-MyD88, CCF4 FRET ratio; inhibition, % at 4.98 µM; hit rate 0.21% among 340,000; Q9NR96+Q99836;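 active means inhibition above the mean over all tested compounds plus 3 SD, cut at about 21% in these data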;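 further: 0% = DMSO only wells and 100% = clavulanate BLA inhibitor control wells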
# NR2F2 inh: inhibitors of human COUP-TFII (NR2F2) | hit rate 0.7% among 370,000 | inhibition, % at 8.6 µM | HEK293T NGFI-A luciferase reporter, luminescence | P24468;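 active means inhibition above a per-plate cutoff, mean inhibition of test wells between control levels plus 3 SD, cut at about 38% in these data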;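 further: cells cotransfected with COUP-TFII expression vector driving the NGFI-A reporter; 0% = median of COUP-TF2 test wells and 100% = reporter-only cells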
# Target sequence (P24468 whole entry, looked up): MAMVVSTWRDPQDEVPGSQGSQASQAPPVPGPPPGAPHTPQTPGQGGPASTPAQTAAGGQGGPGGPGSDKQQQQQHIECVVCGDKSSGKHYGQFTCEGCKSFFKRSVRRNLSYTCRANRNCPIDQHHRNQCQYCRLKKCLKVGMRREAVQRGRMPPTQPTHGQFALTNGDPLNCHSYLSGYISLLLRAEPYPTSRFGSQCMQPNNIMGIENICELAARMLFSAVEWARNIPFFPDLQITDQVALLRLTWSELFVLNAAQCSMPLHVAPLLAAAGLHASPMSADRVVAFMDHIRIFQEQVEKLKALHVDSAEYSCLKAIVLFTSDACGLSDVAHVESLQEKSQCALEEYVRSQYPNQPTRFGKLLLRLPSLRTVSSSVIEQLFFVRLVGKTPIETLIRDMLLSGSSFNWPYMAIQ
# LRH-1 inv ag: inverse agonists of human LRH-1 (NR5A2); HEK293T StAR-luciferase reporter, LRH-1 transfected, 24 h; inhibition, % at 3.6 µM; hit rate 0.13% among 360,000; AID 602396;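 active means inhibition above the mean inhibition of all tested compounds plus 3 SD, cut at about 73% in these data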;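 further: 0% = DMSO wells and 100% = reporter-only cells lacking LRH-1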
# Target sequence (O00482 whole entry, looked up): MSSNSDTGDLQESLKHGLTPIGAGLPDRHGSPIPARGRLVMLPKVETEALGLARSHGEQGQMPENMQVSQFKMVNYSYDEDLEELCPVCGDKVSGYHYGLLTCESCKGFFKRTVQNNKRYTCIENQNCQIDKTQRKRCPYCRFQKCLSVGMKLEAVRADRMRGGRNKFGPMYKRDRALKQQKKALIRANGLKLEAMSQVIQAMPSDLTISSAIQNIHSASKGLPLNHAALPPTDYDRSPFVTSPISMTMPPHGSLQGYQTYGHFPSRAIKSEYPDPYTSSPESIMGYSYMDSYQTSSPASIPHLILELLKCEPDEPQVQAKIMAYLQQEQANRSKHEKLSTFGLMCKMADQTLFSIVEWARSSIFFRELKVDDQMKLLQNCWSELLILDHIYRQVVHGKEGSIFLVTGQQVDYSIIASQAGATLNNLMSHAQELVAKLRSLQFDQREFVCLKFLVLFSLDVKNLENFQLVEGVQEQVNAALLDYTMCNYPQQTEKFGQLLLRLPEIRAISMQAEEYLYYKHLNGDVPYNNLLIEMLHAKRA
# NOD2 RIPK2 PPI: blocks binding of human NOD2 to RIPK2; O43353; CHO BLA complementation NOD2-RIPK2, CCF4 ratio; inhibition, % at 4.98 µM; hit rate 0.38% among 360,000; AID 624267; in the data active means inhibition above about 21%;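 further: 0% = vehicle only and 100% = reference blocker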
# * marks the source's active call; other numbers are inactive results; ? = inconclusive; . = not tested or not shown. The list is partial; count on the stated rates, not on these rows.
SMILES,Vif imaging,TROY signal inh,SRC3 inh,EBV LMP1 NFkB,SRC1 inh,NCOA2 inhibitor,C8 TRAIL sens,TLR9-MyD88 block,NR2F2 inh,LRH-1 inv ag,NOD2 RIPK2 PPI
CCC(=O)Nc1cccc(-c2ccc(N3CCCCC3)nn2)c1,21,3,-123,6,-114,-17,83*,13,-22,-142,-1
CC(C)C(OC(=O)c1nsc(Cl)c1Cl)C(=O)NC1CCCCC1 (stereo not drawn),6,-8,-2,3,-1,-14,14,1,-1,7,-4
CCOc1ccc(N(CC(=O)NCCc2ccc(C)cc2)S(=O)(=O)c2c(C)noc2C)cc1,-2,-30,-17,1,5,18,6,-1,7,-20,-9
COc1cc(/C=C/C(=O)OCC(=O)c2c(N)n(C)c(=O)n(C)c2=O)ccc1OC(F)F,0,5,12,8,11,-1,-4,0,1,28,-1
CC1CCc2ccccc2N1C(=O)c1cccs1 (stereo not drawn),1,-9,-12,-11,-9,-2,-19,12,-6,-24,-10
Cc1sc2ncnc(OCC(=O)N3CCN(S(=O)(=O)c4ccccc4)CC3)c2c1C,4,-10,-1,7,3,-3,2,-4,-6,12,-9
CC1c2cc3c(cc2CCN1C(=O)c1ccc(Cl)cc1)OCCCO3 (stereo not drawn),-5,-3,-27,-7,2,-14,19,-8,8,6,14
CSc1ccc(S(=O)(=O)NCC(=O)OCC(=O)N(C)CC(=O)Nc2ccccc2Cl)cc1[N+](=O)[O-],12,-1,-10,8,-1,-18,7,-12,7,-3,-3
CC(C(=O)N1CCc2ccccc21)n1cnc2c1c(=O)n(C)c(=O)n2C (stereo not drawn),4,-1,16,7,-8,-31,3,-2,5,9,3
COC(=O)[C@@]12CCCN1[C@H](c1ccc(-c3ccc(Cl)c(Cl)c3)c(OC)c1)[C@H]1C(=O)N(C)C(=O)[C@H]12,-17,-13,13,1,11,-8,5,-1,8,-31,-4
COc1ccc(NC(=O)c2cccc3c(Br)cccc23)cc1,-16,4,-11,-16,-22,-7,7,-7,-2,-16,-3
CCN(CC)CCNC(=O)c1ccc(NC(=O)c2ccc(Cl)c(S(=O)(=O)N3CCCCCC3)c2)cc1,-5,26,26,9,7,-23,-5,0,20,1,-4
CN1CCN(C2CCCCCC2)CC1,.,17,-3,-4,-14,-23,-14,1,-11,9,1
CC1=NN(Cc2c(C)nn(Cc3ccccc3)c2C)C(C)(C)C1,-2,-12,4,0,6,8,-4,11,10,1,-3
O=C(Cc1ccc(F)cc1)OCC(=O)N1CCN(S(=O)(=O)c2ccc(Cl)cc2)CC1,.,4,-22,-2,-12,3,-6,11,-3,-3,6
CCOC(=O)CC1(C)c2nc(NC(C)=O)sc2Cc2sc(NC(C)=O)nc21,2,-13,-10,.,-25,-57,-1,.,-6,-44,12
NC(=O)CC(NC(=O)Cc1cccc2ccccc12)c1ccc(NC2CCCCCCC2)c([N+](=O)[O-])c1 (stereo not drawn),11,-4,27,0,1,-16,10,-1,8,-4,-8
CCCCN(C)CCCNC(=O)CN1N=C(c2ccc(Cl)cc2)CCC1=O,-11,0,9,1,10,-16,10,5,-4,-4,1
CC1Nc2ccc(C(=O)NC3CCCCC3)cc2NC1=O (stereo not drawn),-12,-2,-7,1,-4,-26,8,4,-7,-13,-20
c1ccc(N2CCOCCOCCOCCOCC2)cc1,1,-8,3,2,-14,-24,-1,-8,5,-20,-1
CCOc1ccccc1Nc1nnc(SCC(=O)N2CCCC2)s1,5,20,4,4,-22,-19,3,-6,3,-4,4
COc1ccc2c(c1)C(CC(C)=O)N(c1ccc(-c3cccnc3)cc1)C(c1ccsc1)=C2 (stereo not drawn),.,2,.,.,.,-30,-4,.,-20,-16,1
CCOc1ccccc1N(C(=O)CNC(=O)c1ccco1)C(C(=O)NC(C)(C)C)c1ccncc1 (stereo not drawn),2,-4,10,-3,3,0,-8,2,5,14,0
Cc1cccc(N2CCN(Cc3oc(CO)cc(=O)c3O)CC2)c1C,-2,3,12,-13,5,-10,-4,-3,-14,4,-9

# Only TLR9-MyD88 block (three entries from above):
SMILES,TLR9-MyD88 block
CN1CCN(C2CCCCCC2)CC1,1
CC1=NN(Cc2c(C)nn(Cc3ccccc3)c2C)C(C)(C)C1,11
O=C(Cc1ccc(F)cc1)OCC(=O)N1CCN(S(=O)(=O)c2ccc(Cl)cc2)CC1,11

# More entries:
SMILES,Vif imaging,TROY signal inh,SRC3 inh,EBV LMP1 NFkB,SRC1 inh,NCOA2 inhibitor,C8 TRAIL sens,TLR9-MyD88 block,NR2F2 inh,LRH-1 inv ag,NOD2 RIPK2 PPI
CC(C)(C)C(CCl)C(=O)NN=C(c1ccccc1)c1ccccc1 (stereo not drawn),-8,10,-4,-4,2,3,-11,1,9,-5,7
Cc1cc(C)cc(NC(=O)CN2CCN(C(=O)C3CCCO3)CC2)c1 (stereo not drawn),-10,1,-5,-5,-4,10,-12,11,-8,12,3
O=C(CNC(=O)c1n[nH]c2ccccc12)Nc1cc(Cl)ccc1Cl,0,11,15,6,0,-4,-12,0,-2,6,2
CC1(C)CC(=O)c2c(noc2-c2ccccc2)C1,-4,-17,2,5,-9,-32,1,12,-18,13,-8
COc1ccc(Cl)cc1S(=O)(=O)NCc1nc2nc(C)cc(C)n2n1,.,-3,22,-5,16,-1,-10,-8,-16,-4,6
NC(=O)CC(NC(=O)c1ccccc1)c1ccc(NCCc2ccc(F)cc2)c([N+](=O)[O-])c1 (stereo not drawn),-21,14,11,7,-1,-2,9,3,-14,-8,4
Cc1ccc(NC(=O)c2cc(N3C(=O)C4CC=CCC4C3=O)ccc2N2CCCCC2)cc1 (stereo not drawn),.,-8,0,-1,-5,-9,3,2,15,8,-10
Cc1nc(-c2ccc(NS(C)(=O)=O)cc2)cs1,6,-25,-64,3,10,1,2,5,-3,3,-8
NNC(=O)CC1NCCN(Cc2ccccc2)C1=O (stereo not drawn),-5,8,1,-3,2,2,-9,-18,-5,0,-4
Cc1ccc(S(=O)(=O)NCc2ccncc2)cc1,-18,20,28,20,1,24,17,-1,57*,47,0
Cc1nc2ccccn2c1-c1ccnn1S(=O)(=O)c1ccc(F)cc1,-14,16,34,-9,2,24,0,-2,49*,17,-8
Cc1ccc(NC(=O)CSC2=NCCN2)cc1,-1,-7,-13,-24,-1,-2,6,-9,0,10,-10
CCOC(=O)c1ccc(-c2ccc3[nH]c4ccccc4c(=O)c3c2)cc1F,-5,-49,5,-6,-6,-32,36,-7,12,-15,-3
Cc1nnc(-c2ccccc2)o1,1,-6,-1,1,3,0,-7,1,-6,6,-2
O=C(CSc1nc(-c2cccs2)nc2ccccc12)NC1CCS(=O)(=O)C1 (stereo not drawn),-1,3,11,0,-5,11,-1,-6,1,-18,-12
O=C(NCCC1=CCCCC1)NC1CCCCC1,4,.,-109,-20,-105,-52,1,5,-14,-138,8
COc1ccc(/C=C(/NC(=O)c2ccc([N+](=O)[O-])cc2)C(=O)NC(C)(C)C)cc1,17,2,20,5,-9,-14,0,-4,-3,-10,-7
O=C(NNC(=S)NCCc1ccccc1)c1ccc(Br)s1,-3,-2,-1,0,-12,-14,-3,7,5,-5,-5
S=C(SSC(=S)N1CCOCC1)N1CCOCC1,4,3,-13,.,-30,10,12,.,-6,-3,-10
CC(=O)c1cccc(Nc2nc(-c3sc(C)nc3C)cs2)c1,3,21,-10,3,-15,-24,20,-4,-1,-8,5
CC(=O)OCC(=O)Nc1ccc(C(C)=O)cc1,0,7,-1,-11,-17,9,6,-6,3,24,5
O=C(COC(=O)Cc1ccc(S(=O)(=O)N2CCOCC2)s1)Nc1ccccc1,22,-19,-13,-6,-25,5,-14,-2,4,20,2
COC(=O)c1c(C(=O)OC)c(-c2ccc(F)cc2)n2c1CS(=O)(=O)C2,5,-21,15,-1,6,23,13,-7,7,15,-4
CCCCn1c(N)c(N(CCOC)C(=O)c2ccc(N3C(=O)CCC3=O)cc2)c(=O)[nH]c1=O,2,0,-4,0,-12,6,7,0,-7,-11,-5
CC(C)c1ccc(N=C(N)N=C(N)N)cc1,4,14,18,9,13,-12,0,-2,-13,9,-13
CCOc1ccc(OCCC(=O)OCC(=O)NNC(=O)c2ccccc2)cc1,13,-12,-3,4,28,-2,-10,4,18,8,-13
COc1ccc(-c2cc(C(F)(F)F)nc(SCC(=O)Nc3cc(C)on3)n2)cc1OC,.,2,10,8,11,1,14,0,-3,17,-2
CCOC(=O)NC(C)N1C(=O)C2C3C=CC(C3)C2C1=O (stereo not drawn),3,-6,2,3,-3,21,-1,1,-15,-21,-6
Cc1ccc(NC(=O)COC(=O)CCC(=O)c2cccs2)c(Br)c1,-1,-10,-3,-7,-3,-9,-15,-11,3,23,5
O=C(CN1CCCC1)Nc1cc(C(F)(F)F)cc(C(F)(F)F)c1,-10,-4,22,-5,1,-29,-1,-6,4,11,-1
CC1CCN(S(=O)(=O)c2ccc(NC(=O)CCNC(=O)c3ccc(Cl)cc3)cc2)CC1,0,-12,15,0,7,-15,6,4,16,9,-13
CCN1CCCC1CNC(=O)c1cc(S(N)(=O)=O)ccc1OC (stereo not drawn),-3,-2,12,-6,-5,-42,-13,-12,-10,-19,-4
CCCn1c(SCC(=O)Nc2cccc(S(=O)(=O)N(C)C)c2)nc2ccccc2c1=O,-27,23,23,2,3,-8,-14,-9,7,-11,-6
CCC(C)SCc1nc2ccccc2[nH]1 (stereo not drawn),5,-18,5,-16,-75,-8,-4,-1,-7,-11,1
O=C(/C=C/c1ccc([N+](=O)[O-])cc1)Nc1ncc([N+](=O)[O-])s1,-8,40,-84,13,-72,-31,59*,-3,-34,-111,-7
C=C(C)Cn1c(Sc2nnc(C)s2)nc2c1c(=O)[nH]c(=O)n2C,20,-9,20,3,-21,17,-10,-1,3,2,-10
O=C(N[C@@H]1CCC(=O)N(CC[C@H](Sc2ccc(Br)cc2)c2ccccc2)CC1)OCc1ccccc1,-9,6,14,10,-1,-25,0,-8,7,-7,-3
CCOC(=O)c1cc2c(ccn2C)n1CC(=O)N(C)C,3,-19,13,-3,0,1,12,3,5,-1,2
CCOC(=O)CN1C(=O)C(O)=C(C(C)=O)C1c1ccc(F)cc1 (stereo not drawn),-25,6,-7,-3,-26,-3,8,-2,10,-18,-4
Cn1c(=O)c2c(nc(N3CCCCC3)n2CCCNC2=NCCCC2)n(C)c1=O,2,5,-9,1,0,13,-2,3,-6,14,-1
Cn1c(CSCc2ccccc2Cl)n[nH]c1=S,24,-4,7,-17,9,1,2,-3,16,-26,-9
O=C(Nc1csc([N+](=O)[O-])c1)Nc1c(Cl)cccc1Cl,?,-14,22,3,3,5,-6,7,5,5,-22
O=C1/C(=C\c2ccc(Br)o2)SC(=Nc2ccccc2)N1c1ccccc1,7,-13,14,5,-6,-19,10,3,-10,4,-10
CN(C)CCn1c(COc2ccccc2)nc2ccccc21,-14,-5,13,35,4,-6,9,10,13,-18,3

# From PubChem
